GalR3 antagonist: human GalR3 antagonism. inhibition, % at 3 µM. HEK293 GalR3-CNG cAMP membrane potential fluorescence; galR3 body fused to GalR1 C-terminus. 360,000 tested, 0.44% active. O60755;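 active = inhibition above the screen-wide average plus 3 SD, cut at about 13% in these data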;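 also: forskolin and galanin both at EC90 stimulate the cells; cAMP rise reported by CNG channel membrane potential dye signal; 0% = forskolin plus galanin with DMSO and 100% = forskolin alone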
Target sequence (O60755 1-299 limits assumed): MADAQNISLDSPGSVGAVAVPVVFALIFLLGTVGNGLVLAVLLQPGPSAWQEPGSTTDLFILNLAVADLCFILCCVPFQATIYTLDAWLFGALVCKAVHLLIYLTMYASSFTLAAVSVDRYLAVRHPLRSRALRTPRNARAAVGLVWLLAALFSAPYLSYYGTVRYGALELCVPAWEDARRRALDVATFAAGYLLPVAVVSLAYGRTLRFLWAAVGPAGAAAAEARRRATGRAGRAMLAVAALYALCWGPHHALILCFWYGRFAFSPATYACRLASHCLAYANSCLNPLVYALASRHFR
Starred values were filed as active, the others as inactive.

GalR3 antagonist	mol
-2	Cc1cc([N+](=O)[O-])c2ccccc2c1NS(=O)(=O)c1ccccc1
-6	CC1CCN(C(=O)c2ccc(NC3=C(Cl)C(=O)N(Cc4ccccc4)C3=O)cc2)CC1
-7	COc1ccc(C2CC(=O)Oc3cc(C)cc(C)c32)cc1 (centres undefined)
-5	NC(=S)NN=Cc1nccc2c(C(F)(F)C(F)(F)C(F)(F)F)cccc12
-6	Cc1cc(C(=O)N2CCCC(Nc3ccc(C)c(C)c3)C2)nc(C)n1 (centres undefined)
-6	C/C=C/c1cccc(-c2nc(C(=O)NC3Cc4ccccc4C3)cc3c2[C@@H](CCO)N(C(C)=O)C3)c1
2	CC(=O)c1ccccc1NC(=O)COC(=O)C1=NN(c2ccccc2)C(=O)CC1
-3	CC(C)C[C@H]1CN(CCCC[C@@H]2CNC(=O)C(=O)N2Cc2ccccc2)C(=O)C(=O)N1CCC1CCCCC1
-7	CCc1nc2c(OCc3ccc(F)cc3)cccn2c1N(C)C(=O)c1ccco1
0	O=C(C1CCN(S(=O)(=O)c2ccccc2F)CC1)N1CCCC1
-5	CN(C(=O)CSc1nc2ccccc2o1)C1CCCCC1
-4	CC(=O)NC(Cc1c[nH]c2ccccc12)C(=O)OCC(=O)N1CCN(S(=O)(=O)c2ccc(Cl)cc2)CC1 (centres undefined)

5 entries from above, reformatted:
Molecule	GalR3 antagonist
Cc1cc([N+](=O)[O-])c2ccccc2c1NS(=O)(=O)c1ccccc1	-2
CC1CCN(C(=O)c2ccc(NC3=C(Cl)C(=O)N(Cc4ccccc4)C3=O)cc2)CC1	-6
COc1ccc(C2CC(=O)Oc3cc(C)cc(C)c32)cc1 (centres undefined)	-7
NC(=S)NN=Cc1nccc2c(C(F)(F)C(F)(F)C(F)(F)F)cccc12	-5
Cc1cc(C(=O)N2CCCC(Nc3ccc(C)c(C)c3)C2)nc(C)n1 (centres undefined)	-6

Later entries
GalR3 antagonist	mol
-4	CCCCn1c(N)c(N(CCC(C)C)C(=O)c2ccccc2-n2cnnn2)c(=O)[nH]c1=O
-3	Cn1ncc2c1NC(c1ccc(F)cc1)SCC2=O (centres undefined)
-6	CS(=O)(=O)N(CC(=O)N1CCOCC1)c1cccc(Cl)c1
-7	CCCCNC(=O)C1(C)CCC(=O)N1CCCn1ccnc1 (centres undefined)
-5	Cc1ccc2nc(CN(C)C(=O)[C@H]3O[C@@H](n4cnc(C(N)=O)n4)[C@H](O)[C@@H]3O)[nH]c2c1
-7	Cc1ccc(-c2nc3ccc(Br)cn3c2Cc2ccccc2)cc1
1	CCN(C(=O)COC(=O)CNC(=O)c1ccc2ccccc2c1)c1c(N)n(Cc2ccccc2)c(=O)[nH]c1=O
-7	COC(=O)[C@@]12C[C@@H](CC(=O)N3CCC(c4ccccc4)CC3)C(=O)N(Cc3ccco3)C1=CCC(C)(C)C2
-3	COc1ccc(C)cc1CN(C)c1ccc(S(=O)(=O)N2CCN(C)CC2)cn1
-4	CN(Cc1ccccc1)C(=O)COC(=O)c1ccccc1SCC(=O)N1CCCC1
-6	Cc1nc2[nH]c(=S)[nH]c2c(=O)[nH]1
-3	O=C(NCc1ccc(Cl)nc1)c1csc([C@@H]2C[C@H](O)[C@@H](CO)O2)n1

GalR3 antagonist	mol
-5	Cc1cccc(CNC(=O)c2sc(=O)n(Cc3ccccc3C)c2C)c1
-6	CSc1nc(COC(=O)NC(C)C)c(COC(=O)NC(C)C)n1Cc1ccccc1
-5	CCN(c1ccccc1)S(=O)(=O)c1ccc(OC)c(NC(=O)c2c(C)noc2C)c1
-1	CC1Cc2ccccc2N1S(=O)(=O)c1cccc(C(=O)NCC(c2ccco2)N2CCCC2)c1 (centres undefined)
-6	CCN(CC)C(=O)c1cccc(-c2csc(C(C)(O)c3cccc(OC)c3)n2)c1 (centres undefined)
-1	O=C(/C=C/c1ccccc1)Nc1cccc(C(=O)NCCCc2ccccc2)c1
-3	O=C(Cn1cc(COc2c(Br)cc(F)cc2Br)nn1)c1ccc(O)cc1
-3	CCN(CCOC(=O)Nc1ccc(Cl)cc1)C(=O)Nc1ccc(Cl)cc1
-5	COc1ccc(C(=O)OCC(=O)Nc2cc(C)on2)cc1F
-6	CCCCCCN1CCN(C2CN(Cc3ccccc3)S(=O)(=O)C2)CC1 (centres undefined)
-8	CCCCCC(=O)N1C[C@H](n2cc(COC(=O)c3ccccc3)nn2)[C@@H](O)C[C@@H]1c1ccc(OC)cc1
-3	COCOCCn1cc(CN2CCS(=O)(=O)N(Cc3ccc(-c4ccc(Cl)nc4)cc3)C(C)C2=O)nn1 (centres undefined)

Molecules above containing an aryl thioether with sulfur outside any ring (3):
GalR3 antagonist	mol
-5	CN(C(=O)CSc1nc2ccccc2o1)C1CCCCC1
-4	CN(Cc1ccccc1)C(=O)COC(=O)c1ccccc1SCC(=O)N1CCCC1
-6	CSc1nc(COC(=O)NC(C)C)c(COC(=O)NC(C)C)n1Cc1ccccc1

The list goes on:
GalR3 antagonist	mol
8	CC/C(=C(/c1ccccc1)c1ccc(OCC[N+](C)(C)C)cc1)c1ccccc1
-8	CC(C)c1cccc(C(C)C)c1NC(=O)c1ccc(-c2cc(Cl)ccc2Cl)o1
-4	CCCCNC(=O)C1(C)CCN1C(=O)c1sccc1C (centres undefined)
-5	CCc1nc2ccc(C(=O)NCCCn3ccnc3)cn2c1N(C)Cc1ccc(Cl)cc1
-6	Cc1ccc(C2/C(=C(\O)c3c(C)nc4c(C)cccn34)C(=O)C(=O)N2CCN(C)C)o1 (centres undefined)
-6	O=S1(=O)N[C@@H](Cc2ccccc2)COc2cccc(NCCCN3CCOCC3)c21
-2	CC1=CC2=NC(=O)C(c3ccccc3)C(=O)N2C=C1 (centres undefined)
-2	COC(=O)[C@]12C[C@H](CC(=O)N3CCOCC3)C(=O)N(Cc3ccccc3)C1=C[C@H](C(C)(C)C)O[C@@H]2C
-7	O=[N+]([O-])c1ccc(COc2ccccc2CN2CCOCC2)cc1
-3	O=C1CSC(=S)N1Nc1ccccc1
-9	CC1(Oc2ccc(CC#N)cc2)CCN(Cc2ccc(-n3ccnc3)cc2)C1 (centres undefined)
-6	CCOC(=O)[C@]12CCC=C1N(CCC1=CCCCC1)C(=O)[C@H](CC(=O)NCc1ccccc1)C2

GalR3 antagonist	mol
0	Cc1ccsc1C(=O)OCC(=O)Nc1cccc(S(=O)(=O)N2CCCCC2)c1
-4	O=C1N2CCCCC1(c1ccccc1)CCCC2
-6	COc1ccc(CC(=O)Nc2ccc3c(c2)OC2(CCCC2)O3)c(OC)c1
-6	Cc1nn(CC(=O)Nc2cccc(O)c2)c(=O)c2ccccc12
-7	CN(CCc1ccccc1)C(=O)c1ccc(NC(=O)Cc2cccc(NC(=O)C3CCN(C(=O)C4CCCCC4)CC3)c2)cc1
-4	Nc1ccn([C@@H]2O[C@H](CNCc3ccc(C#CCCO)cc3)[C@@H](O)[C@H]2O)c(=O)n1
-2	COc1cc2c(c(OC)c1OC)-c1ccc(SC)c(=O)cc1C(NC=O)CC2 (centres undefined)
0	CCCCC[C@H](C)N1C[C@@H](COCc2ccccc2)Oc2cc(N3CCC[C@H]3C(N)=O)ccc2S1(=O)=O
-3	CNc1cncc(-c2ccccc2CO)n1
-7	CCOC(=O)[C@]12CCC=C1N(Cc1ccco1)C(=O)[C@H](CC(=O)N1CCCCC1)C2
-5	O=C(CN1CCCSc2ccccc21)N1CCN(S(=O)(=O)c2ccccc2)CC1
-7	COc1cc(C=C2Cc3ccccc3C2=O)cc(OC)c1OC

GalR3 antagonist	mol
-3	COc1ccc(CNC(=O)CCCn2c(=O)c3cccn3c3cccnc32)cc1
-7	COc1ccc(OCCNC(=O)c2ccc3nc(C)c(N(C)Cc4ccc(NC(C)=O)cc4)n3c2)cc1
-7	CC(C)(C)c1ccc(C(=O)OCC(=O)Nc2cccc(S(=O)(=O)NC3=NCCC3)c2)cc1
-5	Cc1ccc(N2CC(C(=O)NC3CCCCCC3)CC2=O)cc1 (centres undefined)
0	O=C(NCCc1ccccc1)C1C(=O)Nc2ccccc2C(=O)N1C1CCCCC1 (centres undefined)
-3	C[C@H](NC(=O)c1ncn2c1C(=O)NC[C@H]2C)C(=O)OC(C)(C)C
-4	CCc1nc2c(OCC(=O)N(C)C)cccn2c1N(C=O)Cc1ccc(OC)cc1
-9	O=C(Nc1c2c(nn1-c1ccccc1)CS(=O)(=O)C2)c1ccc(Br)o1
-2	CC(C)C1(C2CCCC2)NC(=O)NC1=O (centres undefined)
-7	CCc1nc2c(OCc3ccc(Cl)cc3)cccn2c1N(C)C(=O)c1cccs1
-1	CN(C)c1ccc(CNc2nc3ccccc3n2C)cc1
-6	O=C(CC1Sc2ccccc2NC1=O)NNc1ccc(F)cc1 (centres undefined)

GalR3 antagonist	mol
-5	COc1cc(C2c3cc4c(cc3OC(N3CCOCC3)C2C)OCO4)cc(OC)c1OC(C)=O (centres undefined)
-8	CCC1(CC)C(=O)NC(=O)NC1=S
2	O=C(c1[nH]c(C(F)(F)F)nc1-c1ccccc1)N1CCN(c2ccccc2)CC1
-5	OC(c1ccc(F)c(F)c1)c1nc(-c2ccoc2)cs1 (centres undefined)
-5	COc1ccc(C(C)(NC(C)=O)c2nc(-c3cncnc3)cs2)cc1 (centres undefined)
-7	CN1C(=O)[C@H]2[C@@H](c3ccc(C(F)(F)F)cc3)N[C@]3(CCCN(Cc4ccc(C(F)(F)F)cc4)C3=O)[C@H]2C1=O
0	CCN(CC(=O)Nc1ccc2c(c1)OCCO2)C(=O)C(C)Oc1ccc(F)cc1 (centres undefined)
-11	CCOC(=O)c1cc2cc(OC)ccc2n1C1CCN(CCc2ccccc2)CC1
-5	O=C1NC[C@H](CCCCN2C[C@H](Cc3ccccc3)N(CC3CCCCC3)C(=O)C2=O)N(CCc2ccccc2)C1=O
-7	CCC(C)CNC(=O)c1[nH]c(C(F)(F)F)nc1-c1ccccc1 (centres undefined)
-1	O=Nc1c(-c2ccccc2)n(O)[n+]([O-])c1-c1ccccc1
-5	O=C1NC[C@@H](CCCCN2C[C@H](Cc3ccc(O)cc3)N(CCc3ccccc3)C(=O)C2=O)N(Cc2ccccc2)C1=O

GalR3 antagonist	mol
-7	CC1=C(C(=O)N2CCCCCC2)CC(CC(=O)NC(c2ccccc2)c2ccccc2)C(=O)N1Cc1ccccc1 (centres undefined)
-5	CN(C)c1ccc(-c2ccnc3c2CC(C)(C(=O)NCc2ccc(F)c(F)c2)O3)cc1 (centres undefined)
-5	CC1=C(C(=O)N2CCOCC2)CC(CC(=O)NCCc2ccccn2)C(=O)N1Cc1ccccc1 (centres undefined)
-1	CC(C)(C)CNC(=O)C1(C)CCN1C(=O)Cc1ccc(-c2ccccc2)cc1 (centres undefined)
-6	Clc1ccc(-c2nc3ccc(Br)cn3c2Cc2ccccc2)cc1
-5	COC(=O)[C@]12CCCCC=C1N(Cc1ccc(Cl)cc1Cl)C(=O)[C@H](CC(=O)NCCc1ccccc1OC)C2
-6	CC(=O)Oc1ccc(C23c4ccccc4C2(OC(C)=O)c2cc(OC(C)=O)ccc23)cc1 (centres undefined)
-5	O=C1NC(Cc2ccc(O)cc2)c2nc3cc(F)c(F)cc3c(=O)n2-c2ncccc21 (centres undefined)
-9	Cc1ccc(S(=O)(=O)N2CCOCC2)cc1NC(=O)COC(=O)c1cccc(Cl)c1Cl
-6	CCOC(=O)C1(C)CCN1C(=O)c1ccc(OC)c(F)c1 (centres undefined)
-5	CC(C)C[C@H]1CN(CCCC[C@H]2CNC(=O)C(=O)N2Cc2ccccc2)C(=O)C(=O)N1CCc1ccc(O)cc1
2	Cc1ccc(NC2CCCN(C(=O)c3nonc3C)C2)cc1C (centres undefined)

GalR3 antagonist	mol
-7	C/C(=N\NC(=O)c1nnn(-c2nonc2N)c1CSc1ccc(C)cc1)c1cccnc1
-5	CCc1nc2ccc(C(=O)NCCCn3ccnc3)cn2c1N(C)CCCc1ccccc1
-7	C(=C\c1ccccc1)/CN1CCN(C(c2cccs2)c2nnnn2C2CCCC2)CC1 (centres undefined)
-6	CC(C)S(=O)(=O)N1CCCC(c2cc(C(=O)Nc3ccc(F)c(Cl)c3)no2)C1 (centres undefined)
-6	Cc1ccc(CN2C(=O)C(C)Oc3ccc(C)cc32)cc1 (centres undefined)
-3	C#CCN(Cc1cccc(F)c1)C(=O)c1nnc2c3ccccc3n(S(=O)(=O)c3ccc(C)cc3)c2n1
-6	Cc1ccc2c(c1)S(=O)(=O)N(C)C(c1ccccc1)=C2
-4	COc1ccc2c(c1)Cc1cc(NC(=O)c3ccccc3-c3ccccc3C(=O)O)ccc1-2
-2	CC1CCN(S(=O)(=O)c2ccc3c(c2)C(Cl)(Cl)C(=O)N3)CC1
-6	CCOC(=O)C1=CCC2C(=O)N(C3CCCCC3)C(=O)C12 (centres undefined)
-4	CCc1nc2ccc(C(=O)N3CCCC(C(N)=O)C3)cn2c1N(CCC(C)C)CCN(C)C (centres undefined)
-1	COC(=O)C1=C(C)N(C)C(=NCc2cccc(C(F)(F)F)c2)NC1c1ccc(Cl)cc1 (centres undefined)

GalR3 antagonist	mol
-6	Cc1cc(=O)n2c3c(c4c(cc13)c(CN(C)C)cc(=O)n4C)OC2
-5	CCOC(=O)[C@]12CCCC=C1N(Cc1ccc(Cl)cc1Cl)C(=O)[C@H](CC(=O)N1CCN(C(=O)C3CC3)CC1)C2
-8	CC(C)CC(NC(=O)OCc1ccccc1)C(=O)NCC(=O)NCC(=O)OCc1ccccc1 (centres undefined)
-6	O=C1CSC(=S)N1Cc1cccs1
-4	COC(=O)[C@]12C[C@H](CC(=O)NCc3cccc4ccccc34)C(=O)N(Cc3ccccc3)C1=C[C@H](C(C)C)O[C@@H]2C1CC1
-7	CC(OC(=O)C1=COCCO1)C(=O)NC1CCCC(C)C1C (centres undefined)

Random excerpt: three compounds from above, in no set order.
GalR3 antagonist	mol
-6	Cc1cc(=O)n2c3c(c4c(cc13)c(CN(C)C)cc(=O)n4C)OC2
-7	CC(OC(=O)C1=COCCO1)C(=O)NC1CCCC(C)C1C (centres undefined)
-4	COC(=O)[C@]12C[C@H](CC(=O)NCc3cccc4ccccc34)C(=O)N(Cc3ccccc3)C1=C[C@H](C(C)C)O[C@@H]2C1CC1

Some of the compounds tested. The share of hits here may be higher or lower than overall.
